Pf Dd2 growth: qHTS Primary assay for Inhibitors of Plasmodium falciparum Dd2 growth in vitro; P. falciparum Dd2 growth, SYBR Green, 72 h; Potency, µM (top dose mostly 28.9 µM), without a hit: top-dose activity, negative = inhibition, most hits filed as inhibitors; 120,000 compounds, 4.3% hits; AID 1347417, 2020; active means well fitted inhibition curve with a large enough effect; inconclusive means small, poorly fitted or top-dose-only effect; inactive means no such curve, though single readings can be large or run the other way;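 further: plate controls were DMSO vehicle for no effect and reference drug for full effect; nearly all actives have a fitted effect of over 65% in size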
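Infected erythrocytes (Dd2, 0.3% parasitemia, 2.5% hematocrit final) are added to compound in RPMI-1640/Albumax II medium, grown 72 h at 37C in low oxygen, then lysed with saponin/Triton-X containing SYBR Green and read by fluorescence.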
* marks the source's active call; other numbers are inactive results; i = inactive; ? = inconclusive; [ ] = dose if it differs, or a comment. Potency means the concentration at half of the fitted maximal effect. These rows are one share of the data (hit frequency here may not be typical).

SMILES	Pf Dd2 growth
COc1ccc(-c2ccc(=O)n(CC(=O)Nc3ccc(N(C)C)cc3)n2)cc1	6.5%
CCOc1ccc(-n2c(Cc3ccccc3)nnc2SCc2nc(-c3ccccc3C)no2)cc1	-16.0%
O=C(c1ccccc1F)N1CCC(N2CC3CCCN3C2=O)CC1 (stereo unspecified)	12.8%[44.1 µM]
N=c1n(CCN2CCCCC2)c2ccccc2n1CC(O)COc1ccccc1 (stereo unspecified)	?
Cc1ccc(CN2COc3ccc4c(-c5ccccc5)cc(=O)oc4c3C2)cc1	0.708µM*
c1cncc(CN2CCC[C@H]2c2nc(-c3ccnc(N4CCCC4)c3)no2)c1	i
Cc1noc(C)c1CC(=O)N1[C@@H]2CC[C@H]1CC(NC(=O)c1ccc(F)cc1)C2 (stereo partly specified)	17.6%
Fc1ccc(CNc2cc3c(cn2)NCCN(Cc2ccccc2)C3)cc1	i
CNc1nccc(N2CCC(CC(=O)NCCC(C)C)CC2)n1	?
O=C1[C@@H]2C[C@@H](CN2Cc2ccc(F)c(F)c2)Oc2ccccc2N1Cc1ccccn1	?
O=C(c1ccccc1F)N1CCCC2(C1)C(=NC1CCCC1)NC(=O)N2c1cc(F)cc(F)c1 (stereo unspecified)	?
CCN1c2ccccc2-c2nc(SCC(=O)Nc3ccc(C)c(Cl)c3)ncc2S1(=O)=O	?
CS(=O)(=O)c1ccc(CN2CCC[C@H]2c2nc(-c3ccnc(N4CCOCC4)c3)no2)cc1	?
CCn1cc2nc(SCc3cc(C)ccc3C)n(Cc3ccc(C)cc3)c(=O)c2n1	10µM*
CS(=O)(=O)N(C1CCOCC1)C1CN(C(=O)c2ccoc2)C1	0.4%
Cc1ccc(C)c(NC(=O)CSc2nc(-c3ccccc3)c(C#N)c(=O)[nH]2)c1	21.1%
COCCN1C(=O)Cc2ccccc2C1C(=O)NCc1cc(F)ccc1F (stereo unspecified)	-17.5%
COc1ccc(NC(=O)N2C[C@@H]3C[C@H](C2)c2c(NC(=O)c4ccc5c(c4)OCO5)ccc(=O)n2C3)cc1	-9.6%
CCCOc1ccc(CN2C[C@@H]3C(=O)N(C)C(=O)[C@@H]3C2)cc1OC	20.5%
CCCCN1CCC2(COC(=O)N2c2ccncc2)C1 (stereo unspecified)	-2.0%[44.1 µM]

Next section (4 carried over from the part before).
SMILES	Pf Dd2 growth
COCCN1C(=O)Cc2ccccc2C1C(=O)NCc1cc(F)ccc1F (stereo unspecified)	-17.5%
COc1ccc(NC(=O)N2C[C@@H]3C[C@H](C2)c2c(NC(=O)c4ccc5c(c4)OCO5)ccc(=O)n2C3)cc1	-9.6%
CCCOc1ccc(CN2C[C@@H]3C(=O)N(C)C(=O)[C@@H]3C2)cc1OC	20.5%
CCCCN1CCC2(COC(=O)N2c2ccncc2)C1 (stereo unspecified)	-2.0%[44.1 µM]
O=C1NC2(CCCN(Cc3ccccn3)C2)Oc2ccccc21 (stereo unspecified)	?
CC(=O)N1c2c(cc(Br)cc2S(=O)(=O)N2CCN(c3cccc(Cl)c3)CC2)CC1C (stereo unspecified)	?
Cc1ccccc1OCC(=O)Nc1nnc(SCc2cc(=O)n3cccc(C)c3n2)s1	11.7%
O=C(Cc1cccn1-c1cccc(Cl)c1)NCc1cccs1	-2.9%
O=C(c1ccc2c(c1)[nH]c(=O)n2C1CCC(O)CC1)N1CCOCC(O)C1 (stereo unspecified)	-15.9%
CN(C(=O)CSc1nnc(NC(=O)Nc2ccccc2)s1)c1ccccc1	-18.7%
O=C1NC2(CCN(C(=O)c3ccccc3)C2)OCc2ccccc21 (stereo unspecified)	i
CN(C)c1ccc(CNC(=O)C2CCCN(S(=O)(=O)c3ccc4c(ccn4C)c3)C2)cc1 (stereo unspecified)	-8.3%
Cc1ccc(NC(=O)O[C@@H]2CC[C@]3(C)[C@H](CC[C@H]4OC(=O)C[C@H]43)[C@]2(C)CO)cc1	i
CCOC(=O)C1CCN(S(=O)(=O)c2cc(-c3onc(C)c3C)ccc2C)CC1	11.5%
OCC1(CC2CC2)CCCN(Cc2noc(C3CC3)n2)C1 (stereo unspecified)	-18.2%
Cc1ccc(SCCNC(=O)C2CCC(=O)N(C3CCCC3)C2)cc1 (stereo unspecified)	7.7%
Cc1ccc(N2CC(C(=O)NCCS(=O)(=O)N3CCN(c4ccc(F)cc4)CC3)CC2=O)cc1 (stereo unspecified)	18.7%
Cc1ccccc1OCc1ccc(-c2nc(C#N)c(NCCCN(C)C)o2)o1	?
CCC(=O)N1CCc2nn(Cc3ccccc3)c(=O)n2CC1	?
CCc1cc(N2CCC(N3CCSCC3)CC2)n2nccc2n1	-21.5%
CN1CCCn2nc(C(=O)N(C)Cc3cc(-c4cccs4)n[nH]3)cc2C1	-3.8%
COc1ccccc1CCNC(=O)C(=O)NCC(c1cccs1)S(=O)(=O)c1ccccc1 (stereo unspecified)	?
O=C(CSc1nnc(NC(=O)Nc2ccccc2)s1)Nc1cccc(F)c1	i
Cc1nonc1CC(=O)N1CCC(c2nnc(Cn3cccn3)n2C)CC1	16.2%
CN1Cc2cccn2CC1CNC(=O)c1ccco1 (stereo unspecified)	-12.1%
CCCCCOC(=O)c1ccc(OC(=O)c2sc3ncn(Cc4cccc(F)c4)c(=O)c3c2C)cc1	24.2%
Cc1cc(C)cc(C(=O)NCCn2ccn3nc(-c4ccc(F)cc4)cc3c2=O)c1	i
COc1ccc(-c2nc(-c3c(C)noc3C)cc3[nH]c(C)cc23)cn1	-12.1%[44.1 µM]
COc1ccc(F)cc1C(=O)NCc1cc2n(n1)CCN(C(=O)N(C)C)C2	-18.4%
Cc1ccccc1CN1Cc2nc(OCc3cccnc3)ccc2OCC1=O	i
COC(=O)[C@@H]1Cc2ncn(Cc3ccc(Cl)cc3)c2CN1S(=O)(=O)c1ccc(C(C)=O)cc1	?
CCC(C)NC(=O)C1COC2(CCN(C(=O)Cc3ccccc3)CC2)N1C(=O)c1cccc(C)c1 (stereo unspecified)	i
COc1ccc(Nc2ncnc3onc(C)c23)c(OC)c1	-4.6%
COc1ccc(CN[C@@H]2CCC[C@@H](C(=O)NCc3cc(C)on3)CC(=O)N(C)C2)cn1	7.0%[44.1 µM]
CC1(C(=O)N2CCC(N3CCCC(C(=O)NCc4ccccc4)C3)CC2)CC1 (stereo unspecified)	-17.7%
O=C1CO[C@H]2CN(Cc3c[nH]c4ccccc34)C[C@H]2N1	-21.0%[44.1 µM]
CCC(=O)Nc1ccc(C)cc1-c1nc2ccccc2n(CC(=O)Nc2ccccc2Cl)c1=O	34.3%[activator]
N#Cc1ccccc1S(=O)(=O)N[C@H]1CO[C@H]2[C@@H]1OC[C@@H]2n1nnnc1Oc1ccc(-n2ccnc2)cc1	?
CN1CCC2(C1)CN(CC1CC1)c1ccc(C(=O)Nc3ccccc3)cc12 (stereo unspecified)	-28.8%[44.1 µM]
C[C@H]1[C@@H]2[C@@H](O)[C@H]([C@H](C)C(=O)N3CCCC3)CC[C@@]2(C)CC[C@@H]1NC(=O)c1cncnc1	?
O=C(Nc1ccc2oc(-c3ccccc3F)nc2c1)c1ccccc1Cl	3.98µM*
CCn1ccc(C(=O)N2CCC(N3C[C@H](O)C[C@H]3C(=O)NCc3cccnc3)CC2)n1	5.2%
COCCN1CCC2(CCC1=O)CCN(C(=O)NC1CCCCC1)CC2	4.0%
COc1cccc(-c2noc(CC3CCN(C(=O)COc4cccc(C)c4)CC3)n2)c1	-27.9%
CCOc1ccc(C(=O)Nc2c(C(=O)N3CCN(c4ccccc4F)CC3)oc3ccccc23)cc1	-8.9%
Cc1ccc(NC(=O)N2CCCCCCNC(=O)[C@@H]3CCCC[C@@H]32)cc1C	?
CCC(=O)N1CCc2cc(CNC(=O)Nc3cc(C)ccc3C)ccc21	i
COC(=O)c1sc2cccc(F)c2c1S(=O)(=O)N1CCN(c2cccc(C)c2)C(C)C1 (stereo unspecified)	7.2%
O=C(C1CCCCC1)N1C[C@@H]2C[C@H](C1)c1c(-c3cncnc3)ccc(=O)n1C2	5.2%[44.1 µM]
Cc1c(CNC2CCC(C)CC2)c(C(=O)O)c(C)n1Cc1ccccc1F (stereo unspecified)	-9.6%
CCNc1nc(OC)nc(Oc2ccc(=O)[nH]n2)n1	14.7%
O=C(NC1CC1)C1c2ccccc2C(=O)N(C2CCCCC2)C12CCCCC2 (stereo unspecified)	?
Cc1cccc(CNC(=O)c2cnc3c(-c4cccc(C)c4)c(C)nn3c2C)c1	i
COCCCNC(=O)N1CCc2nn(CC3CC3)c(=O)n2CC1	-2.2%
O=C(c1cc2n(n1)CC(c1ccc(Cl)cc1)OC2)N1CCN(c2ccccc2)CC1 (stereo unspecified)	i
COCCC1(NC(=O)c2ccccc2)CCN(S(=O)(=O)c2ccc(C#N)cc2)CC1	?
Cc1ccc(CN2CCC3(CC2)COCCN3C(=O)OCc2ccccc2)o1	?
CN(Cc1ccc(F)cc1)c1ccc2ncc(Nc3ccc4c(c3)OCO4)n2n1	-16.2%[44.1 µM]
O=C(c1cnc(C2CC2)nc1)N1C[C@@H](CN2CCCCCC2)[C@@H](CO)C1	-15.2%
C[C@@H]1CN(C(=O)Cc2cn3ccsc3n2)CC[C@@]1(O)C1CCOCC1	-13.5%
O=C(Nc1cccc(-c2ccc(N3CCOCC3)nn2)c1)Nc1ccccc1Cl	-1.9%
CN1C[C@H]2CN(Cc3cn(C)c4ccccc34)CCN2C1=O	-28.0%[44.1 µM]
Cc1cccc(N2CCN(C(=O)CN3C(=O)COc4ccc(S(=O)(=O)N5CCCC5)cc43)CC2C)c1 (stereo unspecified)	?
CCN(CC)S(=O)(=O)c1ccc2c(c1)c(=O)c(C(=O)N1CCN(c3cc(C)ccc3C)CC1)cn2C	?

Look-ups from the list:
OCC1(CC2CC2)CCCN(Cc2noc(C3CC3)n2)C1 (stereo unspecified) in Pf Dd2 growth has -18.2%
O=C(Nc1ccc2oc(-c3ccccc3F)nc2c1)c1ccccc1Cl in Pf Dd2 growth has 3.98µM*
CCCCN1CCC2(COC(=O)N2c2ccncc2)C1 (stereo unspecified) in Pf Dd2 growth has -2.0%[44.1 µM]

Three records drawn at random from the list so far, as already listed:
SMILES	Pf Dd2 growth
N#Cc1ccccc1S(=O)(=O)N[C@H]1CO[C@H]2[C@@H]1OC[C@@H]2n1nnnc1Oc1ccc(-n2ccnc2)cc1	?
Cc1ccccc1CN1Cc2nc(OCc3cccnc3)ccc2OCC1=O	i
CCN(CC)S(=O)(=O)c1ccc2c(c1)c(=O)c(C(=O)N1CCN(c3cc(C)ccc3C)CC1)cn2C	?

Next section:
SMILES	Pf Dd2 growth
CCOc1ccc(Sc2cc(C(=O)NC(C)CC)c3ccccc3n2)cc1 (stereo unspecified)	?
CC(=O)c1c(C)nn(CC(=O)N2CCN(c3ccnc(C)c3)CC2)c1C	6.4%
Cc1cc(C(=O)N2CCC(c3nc(C4CCOCC4)no3)CC2)n(C)n1	33.3%
CC(C)(C)C1CCC2(CC1)NC(=O)N(CC(=O)NCCCc1ccccc1)C2=O (stereo unspecified)	-7.7%
CCN(CCCNC(=O)CSc1cc(=O)n(C)c2ccccc12)c1ccccc1	i
CN1CCN(c2ccc(-c3nccc4c(=O)cc(N5CCOCC5)oc34)cn2)CC1	-10.8%[44.1 µM]
Cc1cccn2c(=O)c(C(=O)NCc3ccc(F)cc3)c(O)nc12	21.6%
CCS(=O)(=O)Nc1ccc(C2(C(=O)NCc3cccc(C)c3)CCC2)cc1	-16.6%
CN(C)C(=O)c1cc(-c2ccccc2S(C)(=O)=O)c2cccn2n1	12.5%
CC(C)CCNC(=O)c1ccc(Cn2c(SCC(N)=O)nc3ccccc3c2=O)cc1	-21.0%
Cc1noc2c(-c3ccsc3)cc(-c3cccnc3)nc12	?
COc1ccc(C)cc1NC(=O)CCS(=O)(=O)c1ccc2c(c1)CC(=O)N2C	17.6%
O=C(NCc1cccnc1)c1ccc2c(c1)N(C(=O)c1ccc(F)cc1)CC2	-9.3%
CCOc1ccc(N(C)S(=O)(=O)c2c(C(=O)N3CCC(C)CC3)c(C)n(C)c2C)cc1	62.2%[activator]
COc1ccc2c(c1)CN(C1CCN(C)CC1)CC[C@H]1COC(=O)N21	-0.6%[44.1 µM]
O=C(NC1C[C@H]2CC[C@@H](C1)N2C(=O)CCc1ccccc1)c1ccncc1 (stereo partly specified)	-10.7%
COCCN1C(=O)[C@H]2CN(Cc3cccc(OC)c3)C[C@H]2C1=O	21.0%
CCOc1ccc(-c2nc3c(c(SCC(=O)N4CCCCC4)n2)Cc2cccc(OC)c2O3)cc1	?
CC(=O)N1CCN(C(=O)C[C@@H]2C[C@@H](C(C)C)[C@H](CC#N)C=C2C)CC1	-9.7%[44.1 µM]
COc1ccc(C)cc1NC(=O)c1sc2nc(-c3ccc(F)cc3)cn2c1C	7.4%
CC(C)CCNC(=O)C1Cn2cccc2C(=O)N1Cc1ccccc1 (stereo unspecified)	12.5%
Cn1c(=O)n(C)c2cc(N3CCOCC3)c(NS(=O)(=O)c3ccc(C(C)(C)C)cc3)cc21	?
O=C(NCc1ccc2c(c1)OCO2)C1COC2(CCCCC2)N1C(=O)c1cccc(F)c1 (stereo unspecified)	?
COCCN1CCOC2(CCN([S+](=O)([O-])c3ccc(F)cc3F)CC2)C1=O	i
Cn1cc(C(=O)NCCc2noc(C3CC3)n2)cn1	9.4%
COc1ccc(CNc2cc(Cl)nc3ccnn23)cc1OC	i
COc1ccc2c(c1)c1c(c(=O)n(-c3ccccc3)c(=O)n1CC(=O)Nc1ccc(C)c(C)c1)n2C	2.0%
Cc1nn(-c2ccccc2Cl)c(=O)n1CC(=O)N(C)C(C)c1ccon1 (stereo unspecified)	-24.1%
CSc1ccc(CNC(=O)C2CCN(c3nc4ccccc4nc3C(F)(F)F)CC2)cc1	59.6%[activator]
CNC(=O)[C@@H]1CN(C(=O)c2cc3cc(OC)ccc3[nH]2)C[C@H]1c1nc(C)no1	-22.5%
